RBX1-CUL1 inh: inhibitors of human ROC1-CUL1 ubiquitin ligase activity | AID 1347404 | in vitro K48 di-Ub FRET, acceptor:donor ratio, 45 min | inhibition, % at 10 µM | P62877+Q13616 | 0.6% of 140,000 active; in the data active = inhibition above about 25%
Target sequence (P62877 whole entry, looked up): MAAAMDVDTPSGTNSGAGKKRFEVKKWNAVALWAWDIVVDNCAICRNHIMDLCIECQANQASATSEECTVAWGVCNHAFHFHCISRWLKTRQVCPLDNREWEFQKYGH
Target sequence (Q13616 whole entry, looked up): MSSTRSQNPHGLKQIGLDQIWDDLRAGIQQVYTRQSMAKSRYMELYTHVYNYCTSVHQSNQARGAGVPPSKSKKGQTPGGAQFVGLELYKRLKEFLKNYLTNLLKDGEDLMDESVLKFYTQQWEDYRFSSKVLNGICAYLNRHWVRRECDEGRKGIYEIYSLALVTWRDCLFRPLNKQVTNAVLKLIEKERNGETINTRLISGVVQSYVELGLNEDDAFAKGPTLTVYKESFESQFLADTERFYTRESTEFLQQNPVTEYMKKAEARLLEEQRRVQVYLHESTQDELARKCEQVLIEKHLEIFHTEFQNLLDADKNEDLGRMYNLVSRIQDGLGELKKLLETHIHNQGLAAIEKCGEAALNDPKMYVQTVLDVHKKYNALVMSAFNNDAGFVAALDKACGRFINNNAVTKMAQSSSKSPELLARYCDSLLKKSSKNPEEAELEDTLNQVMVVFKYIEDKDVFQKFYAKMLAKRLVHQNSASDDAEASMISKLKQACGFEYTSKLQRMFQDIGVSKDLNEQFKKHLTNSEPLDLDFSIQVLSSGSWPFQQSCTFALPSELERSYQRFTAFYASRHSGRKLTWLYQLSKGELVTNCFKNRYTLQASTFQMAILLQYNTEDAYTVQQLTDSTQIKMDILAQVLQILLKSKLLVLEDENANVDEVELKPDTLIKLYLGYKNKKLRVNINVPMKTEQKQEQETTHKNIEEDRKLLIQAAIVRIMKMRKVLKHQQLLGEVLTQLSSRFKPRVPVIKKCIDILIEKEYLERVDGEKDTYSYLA
* hit, by the source's call. The list is partial. The share of hits here may be higher or lower than overall.

SMILES | RBX1-CUL1 inh
COC(=O)C1CCN(S(=O)(=O)c2ccc(N3CCCCS3(=O)=O)cc2)CC1 | -11
CCOC(=O)C1=NN(C(C)=O)C2(CC(=O)N(c3ccc(OCC)cc3)C2=O)C1 (stereo unspecified) | -2
Cc1ccc(C(N)=NC(NC(=O)c2ccccc2F)(C(F)(F)F)C(F)(F)F)cc1 | -6
COC(=O)c1ccccc1NC(=O)c1ccc(COc2ccccc2Cl)o1 | -8
CCCOc1cccc(C(=O)Nc2cccc(NC(=O)c3ccc(Cl)cc3Cl)c2)c1 | -2
COC(=O)CCC(=O)N1CCCC(CCc2c(F)cccc2F)C1 (stereo unspecified) | -9
CC1=NC2=C(C(=O)c3ccccc32)C(c2ccc(Cl)cc2)C1C#N (stereo unspecified) | 2
COCCn1c(=O)c2c(nc3n(-c4cccc(C)c4)c(C)cn23)n(C)c1=O | -5
COc1cc2c(C(=O)N3CCN(c4cccc(Cl)c4)CC3)cn(C)c(=O)c2cc1OC | -12
CC1(C)CC2=CC3(C)CC(C)(C)CC4(C3)N=C(N)N=C(C1)C24 (stereo unspecified) | 6
COc1ccc(C2c3c(C)nn(-c4ccc(C)cc4)c3OC(=N)C2C#N)cc1OC (stereo unspecified) | -1
CCOc1ccc(C(=O)c2cn(CC(=O)Nc3ccc(Cl)cc3)c3cc4c(cc3c2=O)OCCO4)cc1 | -12
Cc1ccc2[nH]c(=O)c(CN(C(=O)c3cccc(Cl)c3)C(C)(C)C)cc2c1 | 3
CCOc1cccc(C2c3[nH]c4ccccc4c3CCN2C(=O)CSc2ccccc2)c1 (stereo unspecified) | 0
COC(=O)c1ccc(Cl)cc1NC(=O)N1CCC(CN2CCCC2)CC1 | 5
Cc1ccc(NC(=O)Nc2ccc(Cl)cc2)cc1[N+](=O)[O-] | 5
O=C(O)CCCC[C@H]1SC[C@H]2NC(=O)N[C@]21O | 0
COc1ccccc1NC(=O)c1ccc2c(c1)C(=O)CC(C)=N2 | 1
COc1ccc(CNC(=O)CCc2nnc3n(CC(C)C)c(=O)c4ccccc4n23)cc1 | -8
COc1ccc(NC(=O)c2ccccc2OC)c([N+](=O)[O-])c1 | -1
O=C1COc2ccc(C(=O)NCc3ccco3)cc2N1 | 4
CC(=O)Nc1ccc2c(c1)CCC(C)C2=O (stereo unspecified) | 11
CCNc1nc(NC(C)C)nc(SC(C(C)=O)C(=O)Nc2ccccc2)n1 (stereo unspecified) | -3
COCC1CCN(Cc2c(C(=O)N3CCCCC3)nc3c(C)cccn23)C1 (stereo unspecified) | -1
CC(C)(C)c1ccccc1OCCCCCN1CCNCC1 | 8
O=C(N/N=C\c1ccc(Br)s1)c1cc2cc(Br)ccc2o1 | 3
COc1cc(C2(O)CCCCC2C)cc(OC)c1OC (stereo unspecified) | -3
O=C(Nc1cc(Cl)nnc1N/N=C\c1ccccc1)c1ccccc1 | -5
CCOC(=O)c1c(NC(C)=O)c2c3c(sc2n1Cc1nc(-c2ccccc2C)oc1C)CCCC3 | 4
COc1ccc(-n2c(C3CC3c3ccc(C)cc3)n[nH]c2=S)cc1 (stereo unspecified) | 4
CN(CC1CCCN(CCc2ccccc2F)C1)C1CCOCC1 (stereo unspecified) | -3
CCCCCCCOc1ccccc1C=Nc1cc(-c2ccccc2)nn1-c1ccccc1 | -12
CCNC(=O)CC1C(=O)N(c2ccc(C)cc2)C(=O)N1Cc1ccc(C)cc1 (stereo unspecified) | -6
CSc1ccccc1OC1CCN(Cc2ccccc2)CC1 | -1
Cc1cc(=O)n2c(C(=O)Nc3ccc(F)c(Cl)c3)c(C(=O)Nc3cccc(C)c3C)sc2n1 | 0
COc1cc(/C=N/NC(=O)C(C)Sc2ccc(Cl)cc2)cc(Br)c1O (stereo unspecified) | -1
Cc1ccc(S(=O)(=O)Cc2nc(-c3ccc(C(=O)NCc4ccccc4)cc3)oc2C)cc1 | -3
Cc1cccc(-c2nnc3sc(-c4ccncc4)nn23)c1 | 3
COc1ccc(C2CC(c3ccc(C)cc3)=Nc3c(C(=O)Nc4ccccc4)cnn32)cc1 (stereo unspecified) | -1
CCCCC12CN3CC(C)(CN(C1)C3c1ccc(O)c(OC)c1)C2=O (stereo unspecified) | 3
O=C(NCC1CCCCO1)c1coc(COc2cccc(F)c2F)n1 (stereo unspecified) | 0
Cc1cc(C)c(C2C(=O)N=C3CC(C)(C)CC(=O)C3C2=O)c(C)c1 (stereo unspecified) | 5
COc1ccc(N2CC(NC(=O)C3CCCCC3)CC2=O)cc1 (stereo unspecified) | -6
CCOc1ccc(Br)cc1C(=O)Nc1ccc(Br)cc1C(=O)O | 5
CCOc1ccc(NC(=O)CN2C(=O)COc3ccc(S(=O)(=O)NC4CCCC4)cc32)cc1 | -3
Cn1c(=O)c2c(nc(N3CCNCC3)n2Cc2ccc(Cl)cc2)n(C)c1=O | -8
COc1ccccc1/C=C/c1onc(C)c1S(=O)(=O)N1CCC(C(=O)N2CCC(C)CC2)CC1 | 0
COc1cccc(Nc2c3c(nc4nncn24)CCC3)c1 | 4
Cc1ccc(-c2nc(-c3ccc4ncccc4c3)[nH]c2-c2ccc(C)cc2)cc1 | 1
CCS(=O)(=O)c1nc(S(=O)(=O)c2ccc(C)cc2)c(NC)s1 | -5
Other results
SMILES | RBX1-CUL1 inh
Cc1ccc(OC(C)C(=O)N2CCCCCC2)c(C)c1 (stereo unspecified) | -1
Cc1ccc(C)c(-c2nn(CC(=O)Nc3cc(F)ccc3F)c(=O)c3c2CCCC3)c1 | -1
Cc1ccc(Nc2c(-c3ccc(N(C)C)cc3)nc3nc[nH]n23)cc1 | -6
CCOC(=O)/C(=N\O)C1=NC(C)(C)Cc2cc(C)c(C)cc21 | 4
O=C(CSc1nc2c(c(=O)[nH]1)CN(Cc1ccc3c(c1)OCO3)CC2)Nc1ccc(F)c(F)c1 | -1
COc1ccc(NC(=O)CSc2nc3c(c(=O)[nH]2)CN(Cc2ccccc2)CC3)cc1Cl | -3
COc1ccc(N2CCN(C(=O)CCNS(=O)(=O)c3ccc4c(c3)CCN4C(=O)C3CC3)CC2)cc1 | 0
C#CCn1cnc2c(cnn2-c2ccc(F)cc2)c1=O | 4
COCCN1C(=O)/C(=C/c2cc(C)n(C3CCCC3)c2C)C(=O)NC1=S | -7
COCCn1ccc2c(cnc3nc(C)nn32)c1=O | -10

Some values from the list.
`Cc1ccc(Nc2c(-c3ccc(N(C)C)cc3)nc3nc[nH]n23)cc1` – RBX1-CUL1 inh: -6
`COc1ccc(N2CCN(C(=O)CCNS(=O)(=O)c3ccc4c(c3)CCN4C(=O)C3CC3)CC2)cc1` – RBX1-CUL1 inh: 0
`COCCN1C(=O)/C(=C/c2cc(C)n(C3CCCC3)c2C)C(=O)NC1=S` – RBX1-CUL1 inh: -7
`C#CCn1cnc2c(cnn2-c2ccc(F)cc2)c1=O` – RBX1-CUL1 inh: 4

Next part
SMILES | RBX1-CUL1 inh
Cc1ccccc1NC(=O)Cn1c(=O)n(Cc2ccco2)c(=O)c2ccc(C(=O)NC3CCCC3)cc21 | 2
COc1ccccc1N1C(=O)c2ccc(C(=O)Nc3ccccc3C(=O)NCC(C)C)cc2C1=O | -3
COc1ccccc1N(C(=O)CCc1ccccc1)c1nc(-c2ccccc2)c(C)s1 | 3
Cc1ccc2oc(=O)n(CC#N)c2c1 | -2
CC1CCN(S(=O)(=O)c2ccc3c(c2)CCN3C(=O)Nc2ccc(Br)cc2F)CC1 | -2
CN(C)c1ccc(C#CCO)cc1 | 0
Cc1sc(C2C3=C(CC(C)(C)CC3=O)OC(=N)C2C#N)cc1CSc1ccc(Cl)cc1 (stereo unspecified) | 1
OC1(CCCN2CCC(c3ccccc3)CC2)c2ccccc2Sc2ccccc21 | -11
CCOC(=O)C1(Cc2ccc(OC)cc2)CCN(C(=O)C2CC23CCC3)CC1 (stereo unspecified) | 9
COc1ccc(OCC(=O)N2c3ccccc3C(Nc3ccccc3)CC2C)cc1 (stereo unspecified) | 2
COc1ccc(C2C(C(=O)Nc3ccccc3)C(C)=Nc3nc(-c4ccccc4)nn32)c(OC)c1 (stereo unspecified) | 8
O=C(c1cnc[nH]1)N1CCC(C2CCN(Cc3ccc(Cl)cc3)C2)CC1 (stereo unspecified) | 2
COc1cc2oc(=O)c(CC(=O)NCc3ccc(OC)c(OC)c3)c(C)c2cc1Cl | -9
CN1C(=O)C(O)(CC(=O)c2cccc(Br)c2)c2ccccc21 (stereo unspecified) | 0
O=C(NC1CC(=O)N(c2ccc(Cl)cc2)C1)c1cc2ccccc2o1 (stereo unspecified) | 2
Oc1ccc(-c2nc(-c3ccccc3)c(-c3ccc(Br)cc3)[nH]2)cc1 | 7
Nc1ccccc1C(=O)Nc1ccc2c(c1)OCO2 | -1
COc1cc(/C=N/n2c(-c3ccccc3)n[nH]c2=S)cc(OC)c1O | 5
Cc1ccc(Cn2c(=N)c(S(=O)(=O)c3ccc(Cl)cc3)cc3c(=O)n4cccc(C)c4nc32)cc1 | 2
OCC#CCSc1nnc(-c2ccc(Cl)cc2Cl)o1 | -9

Exported tab-delimited: 3 of the compounds above
Molecule	RBX1-CUL1 inh
COC(=O)c1ccccc1NC(=O)c1ccc(COc2ccccc2Cl)o1	-8
CCCOc1cccc(C(=O)Nc2cccc(NC(=O)c3ccc(Cl)cc3Cl)c2)c1	-2
COC(=O)CCC(=O)N1CCCC(CCc2c(F)cccc2F)C1 (stereo unspecified)	-9

(listing goes on)
SMILES | RBX1-CUL1 inh
O=C(NCc1cccc(Cl)c1)C1CCN(c2nn3cc(-c4ccc(F)cc4)nc3s2)CC1 | -4
CC1(C)CC(=O)C(C=NCCCN2CCCC2=O)C(=O)C1 | -9
COC(=O)CCNC(=O)c1coc(COc2cccc(C(F)(F)F)c2)n1 | -2
COc1ccccc1N1CCN(S(=O)(=O)c2cc(-c3cc(C)no3)ccc2C)CC1 | 0
COC(=O)c1sccc1S(=O)(=O)N(CC(=O)NCc1ccc(F)cc1)c1ccc(Cl)cc1 | -2
CCNS(=O)(=O)c1cc(C(=O)N2CCN(CC)CC2)ccc1OC | 0
CCn1c(SCC(=O)Nc2ccc(C)c(Cl)c2)nnc1-c1ccccc1 | 3
CCNCC1(O)CCCN(Cc2ccc(C(C)C)cc2)C1=O (stereo unspecified) | -2
Cc1cc(-c2[nH]nc3c2C(c2cc(F)ccc2F)C(C#N)C(=N)O3)c(C)s1 (stereo unspecified) | 3
Cn1nnc2c(NCCc3ccccc3)ncnc21 | -6

Entries from the list above that contain a COOH group, in the order listed:
SMILES | RBX1-CUL1 inh
O=C(O)CCCC[C@H]1SC[C@H]2NC(=O)N[C@]21O | 0
CCOc1ccc(Br)cc1C(=O)Nc1ccc(Br)cc1C(=O)O | 5

Next section:
SMILES | RBX1-CUL1 inh
Cc1ccc(-c2n[nH]c(-c3ccc(C)cc3)c2C)cc1 | -7
O=C(Nc1cc(C(F)(F)F)ccc1N1CCCCC1)Nc1cccc2ccccc12 | 1
COc1ccccc1C(=O)Nc1c(C(=O)N2CCN(c3ccccc3F)CC2)oc2ccccc12 | -2
CCN(CC)C(=O)c1sc2nc(-c3ccccc3)cc(-c3ccc(OC)cc3)c2c1N | 9
C/C(=N\NC(=O)c1ccccc1[N+](=O)[O-])c1ccc(Br)cc1 | -3
ClC1(Cl)CC1CSc1nnc(-c2ccccc2)o1 (stereo unspecified) | -7
CCOC(=O)c1sc(NC(=O)CSc2nnc(CSc3nc4ccccc4s3)o2)nc1C | 0
CSC1=NC(=O)CC(=O)N1c1ccccc1 | 1
Clc1ccc(CSc2cnnc3n[nH]nc23)c(Cl)c1 | 12
O=C(Nc1ccccc1F)c1cc(C(=O)Nc2ccccc2F)cc([N+](=O)[O-])c1 | 2

Random excerpt: 2 records from the list.
SMILES | RBX1-CUL1 inh
Cc1ccc(NC(=O)Nc2ccc(Cl)cc2)cc1[N+](=O)[O-] | 5
Cc1cc(C)c(C2C(=O)N=C3CC(C)(C)CC(=O)C3C2=O)c(C)c1 (stereo unspecified) | 5

(continued)
SMILES | RBX1-CUL1 inh
O=C(c1nc2sccn2c1CN1CCCCC1c1cccnc1)N1CCCCC1 (stereo unspecified) | 8
CCOC(=O)c1sc2c(c1C)c(=O)c(C(=O)OCC)cn2CC | 3
O=C(Nc1ccc(F)cc1)c1ccc(Cl)c(NC(=O)C2CCCC2)c1 | 0
COC(=O)C(C)NC(=O)N1CCN(c2nnc(C)c3c(C)n(-c4ccc(Cl)cc4)nc23)CC1 (stereo unspecified) | 3
CC(=O)c1cc(C(=O)N2CCC(C3CCN(C)C3)CC2)[nH]n1 (stereo unspecified) | -2
CCN1CCN(C2(C(=O)N(C)CC3CCOCC3)Cc3ccccc3C2)CC1 | 12
O=C(c1sc(N2CCOCC2)nc1-c1ccccc1)c1c[nH]c2ccccc12 | 4
CCC(C)(C)NC(=O)C1CCC(CNS(=O)(=O)c2ccc3c(c2)CC(C)N3C(C)=O)CC1 (stereo unspecified) | -5
CCCCOC(=O)c1ccc(OC(=O)C(CC)CC)cc1 | 0
CC(=O)OCc1cc2c(cc1COC(C)=O)OCO2 | -4
CCCCN(C)c1ccc2c3c(cccc13)C(=O)N(c1cccc3cnccc13)C2=O | 7
CC(C)(C)NCC1(O)CCCN(Cc2ccc(F)c(F)c2)C1=O (stereo unspecified) | -16
CC(=O)c1cc(-c2ccccc2)n(CCC(=O)Nc2ccc(C(C)C)cc2)c1C | -5
O=C(NCc1cccc(F)c1)c1ccc2nc(N3CCCCC3)sc2c1 | -7
COc1cc(C(=O)N2CCc3c([nH]c4ccccc34)C2c2ccccc2)cc(OC)c1OC (stereo unspecified) | 1
O=C(CN1C(=O)CCSc2ccc(S(=O)(=O)N3CCCC3)cc21)Nc1ccccc1 | -5
O=C(Cn1nc(N2CCN(c3ccccc3)CC2)ccc1=O)Nc1ccc(F)cc1F | 7
O=C1CC(NCc2ccoc2)CN1CCCc1ccccc1 (stereo unspecified) | -8
C/C(=N\NC(=O)c1ccccc1[N+](=O)[O-])c1ccc(O)cc1 | 0
CC(=O)c1ccc(NC(=O)c2cc3sccc3n2Cc2ccc(F)cc2)cc1 | -7
CCSc1nnc(NC(=O)c2ccncc2)s1 | 4
FC(F)(F)c1cccc(-c2ccc(CNCC3CCNCC3)o2)c1 | 7

Screening data from PubChem.
